# MT stabilize HCS = microtubule stabilization, imaging screen; actives 0.83% (n = 200,000); HeLa tubulin immunostaining HCS, 24 h; share of cells brighter than vehicle mean+2SD; % tubulin-high responders, % at 10 µM;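 active = plate Z-score above 3 for both tubulin-high and condensed-nucleus cell shares, with cell loss under 80%, at 10 µM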;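 also: anti alpha tubulin signal scored within the nucleus-defined area of each cell; some results filed as inactive read as strong as hits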
# Dynein transport = dynein cargo transport inhibition; 3617.4 mouse cells, GR-EGFP nuclear translocation imaging; test concentration mostly 20 µM; stimulated with dexamethasone, 1 µM; active compounds read low; z-score, hits read low; actives 0.47% (n = 220,000); AID 1381;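 active = plate z-score of nuclear minus cytoplasmic receptor signal below a set negative limit, without overly bright fluorescence or cell loss, cut at about -3.5 in these data, passing the limit was not always enough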;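 also: z-score of nuclear minus cytoplasmic ring GR-EGFP intensity difference per well; some compounds called inactive have numbers as strong as hits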
#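 Buffer or medium: tetracycline-free induction medium containing charcoal-stripped FBS / Reagent: dexamethasone agonist, 1.0 µM final, for 30 min / Technique: automated 10x imaging of fixed Hoechst-stained cells / Times: induction 48 h, compound 1 h, agonist 30 min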
# Lipid droplet = hepatic lipid droplet formation modulation; actives 0.4% (n = 240,000); AML12 mouse hepatocytes, oleate lipid droplets, BODIPY imaging; inhibition, % at 6.5 µM; AID 1656;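 active = lipid droplet intensity inhibited by at least 50%, with more than 500 cells counted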
#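 System: AML12 hepatocytes (mouse). Probe or stimulus: oleic acid at 100 µM to induce lipid droplet formation. Times: overnight treatment with compound plus oleate. Detection: Image-based BODIPY and DAPI two-channel analysis. Evaluation: percent inhibition of filter-corrected integrated lipid droplet intensity per well.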
# ER stress rescue = protection against thapsigargin-triggered cell killing – 384-well, CSM14.1, ATP luminescence, primary screen (AID 1222); 190,000 tested, under 10 active; cellular ATP content (survival), % at 20 µM; hits with a dose series show EC50 in µM; CSM14.1 thapsigargin-induced death rescue, ATP luminescence; higher % means a stronger effect;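 active = EC50 below 50 µM in the dose-response confirmation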;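 also: death triggered by thapsigargin at about 15 µM added after 2 h compound pretreatment; cell ATP read after overnight thapsigargin exposure of roughly 18 to 22 hours; normalized against plate controls of thapsigargin alone and 5% DMSO vehicle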
# Autophagy HCS = autophagy modulation, high-content screen; calls only at 10 µM (by protocol); actives 0.98% (n = 190,000); AID 463193; MEF GFP-LC3 puncta imaging; test concentration mostly 10 µM;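 active = percentage of spot-positive cells more than 3 SD above its plate mean, without a fluorescence outlier flag or 80% toxicity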;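 also: spot-positive cell cutoff set from DMSO-treated cells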
# b-catenin transl = beta-catenin nuclear translocation modulation; HeLa beta-catenin nuclear translocation, immunofluorescence imaging; nuclear translocation activity, % at 5 µM; actives 0.3% (n = 190,000); AID 1665;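 active = nuclear translocation activity above 50% at 5 µM, with a well cell count of 50 or more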;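 also: per-cell ratio of nuclear to cytoplasmic median beta-catenin stain intensity; plate controls were DMSO negative control for no effect and GSK-3 inhibitor IX positive control for full effect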
#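 assay system = human HeLa cells, endogenous beta-catenin | times = compound treatment 24 h, 37°C, 5% CO2 | detection = Anti-beta-catenin immunofluorescence on PFA-fixed, Triton-permeabilized cells, DAPI nuclei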
# XIAP displacement = XIAP antagonists, biochemical, IAP family, fluorescence polarization (AID 1018) | displacement, % at 20 µM; hits with a dose series show IC50 in µM | actives 0.007% (n = 200,000) | XIAP BIR domain, fluorescence polarization peptide displacement; higher % means a stronger effect; in the data active = displacement above about 50%; also: a part of the inactive calls stands beside numbers as strong as those of hits
# WT yeast gro inh = growth inhibition of WT yeast, mitochondrial fusion screen | mitochondrial fusion phenotypic screen, WT strain | inhibition, % at 10 µM | actives 2.1% (n = 190,000) | AID 1362; in the data active = inhibition above about 58%; tested in S. cerevisiae
# Insulin prom up = MIN6 insulin promoter up-regulation | actives 0.3% (n = 190,000) | MIN6 insulin promoter-GFP reporter, high-content imaging; active compounds read high | z-score at 5 µM;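 active = z-score above 3 at 5 µM with at least 500 cells counted in the well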
# WT yeast gro inh mutant strain = further read-out of WT yeast gro inh, marked with its call; inhibition, %; mitochondrial fusion phenotypic screen, mutant strain inhibition
# Dynein transport cytoplasmic EGFP = further read-out of Dynein transport, marked with its call; z-score; measured here: cytoplasmic GR-EGFP intensity; active compounds read high
# Dynein transport nuclear GR-EGFP = further read-out of Dynein transport, marked with its call; z-score; measured here: nuclear GR-EGFP intensity;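 lower value marks the stronger effect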
# Dynein transport cell count = second read-out of Dynein transport, no call of its own (marks repeat the call); z-score; measured here: cell count per field
# Insulin prom up cell count = recorded beside Insulin prom up, whose call it bears; cell count; measured here: cytotoxicity, nuclei count;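 total cells summed across four imaged fields per well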
# Lipid droplet cells 6.5 µM = recorded beside Lipid droplet, whose call it bears; cell count; measured here: cell count, cytotoxicity flag;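 cells counted across two imaged fields per well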
# b-catenin transl cell count 5 µM = second read-out of b-catenin transl, no call of its own (marks repeat the call); cell count; measured here: cell count, cytotoxicity flag
# MT stabilize HCS Hoechst-high % = also measured in MT stabilize HCS; calls as there; % Hoechst-high responders; measured here: nuclear condensation Hoechst responders;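 share of cells brighter than vehicle mean plus two SD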
# MT stabilize HCS cytotoxicity % = also measured in MT stabilize HCS; calls as there; toxicity, %; measured here: cytotoxicity by cell density;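 0% = mean cell density of plate MIN control wells and 100% = no cells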
# Autophagy HCS cell loss 18 h = further read-out of Autophagy HCS, marked with its call; toxicity, %; measured here: cell loss, nuclei count;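 cell loss after 18 h compound exposure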
# Numbers without * were called inactive; i = inactive; x = not tested or not shown.
SMILES,MT stabilize HCS,MT stabilize HCS Hoechst-high %,MT stabilize HCS cytotoxicity %,Dynein transport,Dynein transport cytoplasmic EGFP,Dynein transport nuclear GR-EGFP,Dynein transport cell count,Lipid droplet,Lipid droplet cells 6.5 µM,ER stress rescue,Autophagy HCS,Autophagy HCS cell loss 18 h,b-catenin transl,b-catenin transl cell count 5 µM,XIAP displacement,WT yeast gro inh,WT yeast gro inh mutant strain,Insulin prom up,Insulin prom up cell count
CN1C=CC=C/C1=C1\SC(=S)N(CC(=O)O)C1=O,3.5,1.7,7.6,0.281,-0.247,0.621,-0.0945,35.3,698,-0.5%,i,10.5,0.2,937,-1.6%,-9.3,-13.6,0.08,1465
COc1cccc(N2CCN(C3CC(=O)N(c4cccc(Cl)c4)C3=O)CC2)c1 (stereo not drawn),8.5,3.4,10.9,-0.49,-0.224,0.221,1.19,10.3,780,-3.6%,i,16.7,1.8,1169,-4.2%,-15.6,4.0,-0.85,1359
CS(=O)(=O)N1CCN(c2ccccc2NC(=O)c2cccs2)CC1,2.5,2.4,8.5,-0.249,-0.144,0.181,0.00626,9.8,720,-0.6%,i,-14.0,-0.3,918,-2.4%,14.7,-2.5,0.63,1219
CSc1sc(-c2ccnc(SCCS(C)(=O)=O)n2)c(-c2ccccc2)c1C#N,x,x,x,-0.456,-0.186,-0.295,0.0392,-5.5,712,x,x,x,-0.1,1096,x,x,x,-1.83,1311
C/C(=N/NC(=O)CNC(=O)c1ccccc1)c1ccc(C)cc1,1.3,2.4,5.6,0.286,-0.388,-0.201,-0.336,14.5,696,2.8%,i,8.3,1.0,1048,-0.2%,-6.5,16.7,0.17,1165
COc1cccc(OCC(=O)NNC(=O)c2cnccn2)c1,2.0,2.7,9.5,0.0335,-0.307,0.704,0.241,8.7,670,-2.9%,i,14.5,-0.8,1022,1.5%,-3.7,-0.7,-0.16,1564
O=C(O)c1cc(O)c2c(c1)C(=O)c1cc(O)cc(O)c1C2=O,1.1,0.5,0.4,0.342,-0.123,0.374,-0.282,-15.5,704,-2.9%,i,-13.9,5.0,963,0.3%,13.3,5.3,-0.11,1252
CC(=Nc1ccccc1)c1sc2ccccc2c1O,2.7,2.1,4.5,-0.455,1.35,0.17,0.213,8.1,692,-3.1%,i,-1.6,-1.3,1081,-13.9%,20.9,3.4,1.96,1616
O=C(Nc1cccc2cccnc12)C1CCCC1,2.4,1.5,1.6,0.588,-0.00598,0.314,-0.703,-13.8,717,-0.2%,i,10.1,2.4,539,-3.3%,19.1,-5.5,0.08,1204
Cn1c(SCC(=O)Nc2ccc(Cl)cc2)nc(O)cc1=O,x,x,x,-0.572,-0.28,0.326,0.344,-2.8,729,x,x,x,-0.7,1299,x,x,x,-0.34,915
CC12CN3CC(C)(CN(C1)C3c1ccc(Br)cc1)C2=O (stereo not drawn),3.2,3.5,9.9,-0.786,-0.218,-0.455,0.311,x,x,2.5%,i,8.6,-8.3,979,-4.9%,-1.0,2.9,0,1424
O=C(Nc1cccc(S(=O)(=O)NC2=NCCCCC2)c1)c1cc(-c2ccc(Cl)cc2)nc2ccccc12,3.2,3.5,6.0,-0.292,-0.138,-0.512,0.552,-0.7,604,-1.8%,i,11.0,-5.2,525,1.8%,-3.2,-23.2,-0.46,1303
O=C(N/N=C/c1ccc(Br)o1)c1cc([N+](=O)[O-])cc([N+](=O)[O-])c1,4.5,1.9,7.2,-0.303,-0.28,0.157,0.399,3.9,731,0.7%,i,14.3,-1.0,970,-4.6%,-2.2,2.1,x,x
O=C(c1ccc(Cl)c([N+](=O)[O-])c1)N1CCN(C(=O)c2ccco2)CC1,3.4,1.5,5.9,-0.414,-0.282,-0.0575,0.706,14.1,674,-7.2%,i,5.8,0.2,1122,-7.2%,3.3,5.3,-0.27,1379
CCCCn1ccnc1C(=O)c1cccc(S(=O)(=O)N2c3ccccc3CC2C)c1 (stereo not drawn),1.8,1.7,4.0,0.666,-0.174,0.504,0.0223,x,x,0.5%,i,31.6,-5.7,1004,-10.5%,36.7,-3.1,-2.35,1008
COc1ccc(C)cc1NC(=O)C(OC(=O)CNC(=O)c1ccc(Oc2ccccc2)cc1)c1ccccc1 (stereo not drawn),1.9,2.1,3.5,-0.392,-0.256,-0.214,0.53,-25.9,648,-3.7%,i,0.8,0.2,876,-9.6%,0.5,15.0,0.53,1126
O=C(CCCSc1nc(-c2ccco2)cc(C(F)(F)F)n1)NCc1cccs1,1.7,1.6,3.1,-0.328,-0.208,0.0364,-0.0885,-23.7,749,4.3%,i,-2.6,-5.7,1284,-4.2%,8.1,16.6,0.58,1262
COc1ccc(NC(C)c2cc(Cl)ccc2O)cc1 (stereo not drawn),2.8,1.9,7.3,-1.02,-0.299,-0.549,0.436,-14.0,566,x,i,2.2,x,x,-8.2%,-7.3,0.9,0.32,1141
C=CCOc1nc(N2CCCC2)nc(N2CCCC2)n1,1.4,0.7,16.8,-0.44,-0.218,0.0216,0.789,7.5,711,-1.8%,i,-4.7,x,x,-8.6%,24.4,21.3,-0.23,1348
C=CCN(CC=C)c1ccc(N2C(=O)C3CCCCC3C2=O)cc1[N+](=O)[O-] (stereo not drawn),3.7,1.3,8.8,1,-0.181,0.802,-1.17,-3.7,659,-7.3%,i,12.7,-0.6,1125,-4.1%,21.6,13.5,0.22,1374
CN1CCN(c2ccc(NC(=O)COc3ccccc3[N+](=O)[O-])cc2)CC1,2.9,0.9,0.9,1.44,-0.271,0.708,-0.881,-7.5,686,0.6%,i,25.7,3.6,1023,-6.7%,3.2,0.5,0.5,1651
CCOC(=O)CNC(=S)N(CCCN1CCCC1)Cc1cccs1,2.4,2.7,2.4,0.579,-0.319,0.22,0.303,-1.8,711,-0.7%,i,-8.0,-1.6,1085,-6.0%,-15.7,3.8,-0.6,1020
CCOC(=O)CSCc1cn2cc(Cl)ccc2n1,2.8,1.5,8.7,-0.301,-0.286,0.193,1.51,-1.7,777,3.7%,i,-12.2,1.9,1119,-5.2%,-6.3,12.1,0.18,879
O=[n+]1c2c(n([O-])c3cc(F)c(F)cc31)CCCC2,5.7,1.3,8.8,-0.00217,-0.0803,0.337,0.0201,x,x,-3.3%,i,9.0,x,x,-0.4%,8.1,-14.7,x,x
Cc1ccc(S(=O)(=O)N(C)C)cc1NC(=O)Cn1c(CN2CCOCC2)nc2ccccc2c1=O,3.0,2.0,6.1,0.645,-0.308,0.596,0.119,-3.9,678,-0.1%,i,10.1,-3.8,1131,1.0%,0.4,-0.9,-0.19,1200
CNC(=O)NC(=O)Cn1cnc2sc(-c3ccccc3)cc2c1=O,x,x,x,1.26,-0.166,0.485,-1.04,-5.0,729,x,x,x,-0.1,1247,x,x,x,-0.01,1014
CC(=O)c1ccc(OCCCC(=O)NCC(c2ccco2)N(C)C)cc1 (stereo not drawn),3.3,2.1,9.4,1.47,-0.144,1,-1.95,x,x,-0.5%,i,1.3,-0.3,874,-1.3%,-0.6,1.7,-0.65,1107
COc1ccc(NCc2nnc(SCC(=O)Nc3nc(-c4ccccc4)cs3)n2-c2ccccc2)cc1,1.7,3.2,12.5,-0.94,-0.23,-0.24,0.269,-2.1,608,3.1%,i,7.1,1.7,521,-0.5%,-5.2,14.2,-1.56,878
COCc1c(C)cc(C)c(/C=N/O)c1C,2.6,2.0,6.3,0.343,-0.295,0.81,-0.0688,x,x,-1.5%,i,18.3,2.4,1134,-0.1%,-8.3,1.2,-0.46,1080
CC(C)NC(=O)CN(C(=O)CCC(=O)Nc1ccccn1)c1ccc(F)c(Cl)c1,1.5,1.3,6.9,-0.497,-0.136,-0.113,0.313,x,x,-1.0%,i,50.0,2.4,855,-5.5%,-11.8,-8.6,0.98,1195
CCOC(=O)N1CCC(=NNC(=O)Cn2ccc(C(F)(F)F)n2)CC1,2.0,1.9,4.3,-1.01,-0.138,-0.551,0.325,0.3,701,-1.6%,i,-14.1,4.8,1045,-7.9%,1.7,-0.2,-0.36,1037
CCOC(=O)c1sc(NCC2CCCO2)nc1C (stereo not drawn),3.4,2.3,5.4,-1.39,-0.19,-0.639,1.41,0.4,727,-2.5%,i,1.9,0.9,1058,0.1%,8.1,10.2,-1.02,1402
CC(C)Cc1cc(C(=O)N2CCC(N3CCC(C(=O)N4CCCC4)CC3)CC2)n[nH]1,2.1,1.3,1.3,0.689,-0.234,0.7,-1.1,6.4,736,-0.8%,i,26.2,2.6,878,-14.0%,6.5,3.4,-0.08,1467
CC(C)CN(CC(C)C)c1nc(N)c(C#N)c(CC#N)c1C#N,3.7,2.6,10.7,-0.358,-0.265,-0.000145,0.875,-29.0,649,x,i,-0.9,0.2,1137,-4.1%,4.3,-0.8,-0.28,1239

# Reformatted tab-delimited: entries from further up.
mol	MT stabilize HCS	MT stabilize HCS Hoechst-high %	MT stabilize HCS cytotoxicity %	Dynein transport	Dynein transport cytoplasmic EGFP	Dynein transport nuclear GR-EGFP	Dynein transport cell count	Lipid droplet	Lipid droplet cells 6.5 µM	ER stress rescue	Autophagy HCS	Autophagy HCS cell loss 18 h	b-catenin transl	b-catenin transl cell count 5 µM	XIAP displacement	WT yeast gro inh	WT yeast gro inh mutant strain	Insulin prom up	Insulin prom up cell count
CN1CCN(c2ccc(NC(=O)COc3ccccc3[N+](=O)[O-])cc2)CC1	2.9	0.9	0.9	1.44	-0.271	0.708	-0.881	-7.5	686	0.6%	i	25.7	3.6	1023	-6.7%	3.2	0.5	0.5	1651
CCOC(=O)CNC(=S)N(CCCN1CCCC1)Cc1cccs1	2.4	2.7	2.4	0.579	-0.319	0.22	0.303	-1.8	711	-0.7%	i	-8.0	-1.6	1085	-6.0%	-15.7	3.8	-0.6	1020

# Screens as filed in PubChem.
